# A350 fluor – compound fluoresces in the Alexa 350 spectral region; actives 11% (n = 59,000); max dye-equivalent concentration, M; Compound autofluorescence, 340/450 nm, Alexa 350 dye-equivalents; hits give high values; in the data active = max dye-equivalent concentration above about 10 nM; inconclusive = mostly about 1.1 nM to 9.6 nM
# 4-MU autofl – 4-MU region autofluorescence. max dye-equivalent concentration, M. actives 11% (n = 59,000). compound autofluorescence, 340/450 nm, 4-MU equivalents; hits give high values; in the data active = max dye-equivalent concentration above about 10 nM; inconclusive = mostly about 1.1 nM to 9.6 nM
#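 Compounds in 100 mM Tris, pH 8.0, sat 15 min at room temperature before fluorescence was read at 340 nm excitation/450 nm emission; a per-plate six-point 4-MU standard curve converted signals to dye-equivalent concentration at each compound concentration.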
# Tau fil binding – binds recombinant human tau filaments; actives 2% (n = 71,000); P10636; Potency, µM (highest dose often 57.1 µM), for inactives: at the highest dose activity change, negative = inhibition; recombinant tau filaments, thioflavin S fluorescence, 15 h; filaments grown with octadecylsulfate alongside compound;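 note: potency is the fitted concentration of half-maximal effect; % is set by controls: 0 for no effect and ±100 for the full control effect; actives lower thioflavin S fluorescence by blocking filaments or displacing dye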
# Target sequence (P10636 whole entry, looked up): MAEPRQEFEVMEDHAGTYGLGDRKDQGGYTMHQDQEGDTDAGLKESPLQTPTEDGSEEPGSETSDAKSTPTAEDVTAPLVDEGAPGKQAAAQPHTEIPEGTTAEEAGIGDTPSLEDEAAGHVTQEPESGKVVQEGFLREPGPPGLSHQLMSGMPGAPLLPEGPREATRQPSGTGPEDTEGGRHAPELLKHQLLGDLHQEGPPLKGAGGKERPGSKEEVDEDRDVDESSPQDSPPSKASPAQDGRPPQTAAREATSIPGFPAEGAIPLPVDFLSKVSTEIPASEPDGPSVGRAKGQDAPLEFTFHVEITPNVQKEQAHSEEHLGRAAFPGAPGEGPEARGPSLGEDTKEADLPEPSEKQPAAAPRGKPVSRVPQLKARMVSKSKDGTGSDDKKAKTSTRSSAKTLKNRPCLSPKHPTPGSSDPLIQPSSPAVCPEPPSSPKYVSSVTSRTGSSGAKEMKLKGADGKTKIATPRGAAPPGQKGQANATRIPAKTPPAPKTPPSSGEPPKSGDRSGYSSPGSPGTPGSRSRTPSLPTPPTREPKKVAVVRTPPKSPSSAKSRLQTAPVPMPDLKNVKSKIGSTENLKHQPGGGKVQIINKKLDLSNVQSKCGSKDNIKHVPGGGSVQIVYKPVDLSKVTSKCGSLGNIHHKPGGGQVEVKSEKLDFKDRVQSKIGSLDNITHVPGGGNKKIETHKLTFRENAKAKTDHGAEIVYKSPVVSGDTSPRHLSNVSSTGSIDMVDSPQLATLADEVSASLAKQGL
#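 His-tagged recombinant human tau (exons 2, 3, 10; 1 uM final) fibrillized with 30 uM sodium octadecylsulfate, 15 h at 37 C, in pH 7.4 HEPES buffer with 10 uM thioflavine S and 5 mM DTT. Reduced ThS fluorescence (450/510 nm) marks activity.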
# TexasRed autofl – compounds fluorescent in Texas Red spectral region | Compound fluorescence, Texas Red channel, 547/618 nm; hits give high values | max dye-equivalent concentration, M | actives 0.06% (n = 59,000); in the data active = max dye-equivalent concentration above about 10 nM; inconclusive = between about 1.1 nM and that limit
#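 Dye-equivalent concentrations come from scaling compound signal (ex 547, em 618 nm) to six Texas Red standard concentrations run on every plate, after 15 min room-temperature incubation in pH 8.0 Tris (100 mM).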
# Rhodamine autofl – compound fluoresces in the rhodamine spectral region. Rhodamine-region fluorescence, 547/598 nm, Tris buffer; hits give high values. max dye-equivalent concentration, M. actives 0.05% (n = 59,000); in the data active = max dye-equivalent concentration above about 11 nM; inconclusive = between about 1.1 nM and that limit
#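 qHTS spectral profiling of compounds without any target or enzyme present, in pH 8.0 Tris buffer; plates were read after a 15-minute room-temperature incubation using the rhodamine-region filter set.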
# ERK AVP inh – inhibitors of vasopressin-stimulated ERK signaling pathway. HEK293-V1b, vasopressin-stimulated pERK AlphaScreen. Potency, µM (top dose mostly 57.5 µM), without a hit: top-dose activity, negative = inhibition, hits mostly inhibitors. actives 0.99% (n = 72,000). AID 995; note: potency is the fitted concentration of half-maximal effect; % is set by controls: 0 for no effect and ±100 for the full control effect; nearly all actives have a fitted effect of over 55% in size
#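 HEK293 cells stably expressing V1b receptor, seeded overnight in 1% FBS, were treated with compounds for 30 min at 37C, then stimulated 5 min with 25 nM vasopressin; phospho-ERK read by AlphaScreen SureFire after lysis.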
# HEK293 cAMP ctrl – parental HEK293 cAMP activation (counter-screen); parental HEK293 CNG cAMP sensor, membrane potential fluorescence; Potency, µM (doses to about 57.1 µM), for the others: top-dose activation, actives largely listed as activators; actives 2.5% (n = 73,000); AID 938; note: potency is the fitted concentration of half-maximal effect; % of control where 0% means no effect; nearly all actives have a fitted effect of over 55% in size
#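 Counterscreen for endogenous-receptor signalling: CNG-channel HEK 293 cells report cAMP rise by membrane depolarization. After 60 min dye equilibration with 100 uM RO 20-1724, compounds incubated 30 min before bottom-read fluorescence at 590 nm.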
# FLuc inh – blocks Photinus pyralis firefly luciferase activity; P08659; purified firefly luciferase, luminescence, 8 min; Potency, µM (top dose mostly 57.1 µM), for inactives: at the top dose activity change, negative = inhibition, usual class: inhibitors; actives 2.2% (n = 72,000); note: potency is the fitted concentration of half-maximal effect; % is set by controls: 0 for no effect and ±100 for the full control effect; nearly all actives have a fitted effect of over 40% in size
#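 Compounds were tested as concentration series (qHTS) against purified P. pyralis luciferase with luciferin and 10 uM ATP in 50 mM imidazole pH 7.2, 50 mM KCl, 7 mM MgCl2, 0.01% Tween 20, 0.05% BSA. Luminescence was read after 8 min at ambient temperature.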
# Casp1 inh – allosteric or competitive inhibitors of human caspase-1; P29466; Caspase-1 enzyme, Ac-WEHD-AFC fluorogenic rate; Potency, µM (highest dose often 57.5 µM), for inactives: at the top dose activity change, negative = inhibition, most hits filed as inhibitors; actives 0.03% (n = 75,000);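 note: potency is the fitted concentration of half-maximal effect; plate controls were vehicle for no effect and no substrate for full effect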
# Target sequence (P29466 120-297 limits assumed): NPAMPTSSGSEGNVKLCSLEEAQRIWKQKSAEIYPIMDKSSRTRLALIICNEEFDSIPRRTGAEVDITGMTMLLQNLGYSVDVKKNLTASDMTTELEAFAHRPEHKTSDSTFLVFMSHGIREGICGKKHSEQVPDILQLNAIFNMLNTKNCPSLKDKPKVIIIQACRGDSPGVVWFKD
# Target sequence (P29466 317-404 limits assumed): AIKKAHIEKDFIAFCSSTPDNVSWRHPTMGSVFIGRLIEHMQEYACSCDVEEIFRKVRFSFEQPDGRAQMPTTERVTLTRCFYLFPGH
# Fluorescein fluor – compound fluoresces in the fluorescein spectral region; AID 593; actives 0.91% (n = 59,000); Compound autofluorescence, 480/540 nm, fluorescein-equivalent; hits give high values; max fluorescein-equivalent concentration, M; in the data active = max fluorescein-equivalent concentration above about 10 nM; inconclusive = between about 1.1 nM and that limit
#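 Autofluorescence profiling; 100 mM Tris, pH 8.0; incubation 15 min at RT; ex/em 480/540 nm; result as fluorescein-equivalent concentration.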
# Caspase-7 inhib – allosteric or competitive inhibitors of human caspase-7. P55210. recombinant caspase-7, Ac-DEVD-AFC fluorescence rate. Potency, µM (doses to about 57.5 µM), without a hit: top-dose activity change, negative = inhibition, hits mostly inhibitors. actives 0.02% (n = 75,000); active = well fitted inhibition curve with a large enough effect in the main read-out, with a control signal flat, not every such curve was filed as active; inconclusive = small, poorly fitted or top-dose-only effect, or a change in a side signal; note: potency is the fitted concentration of half-maximal effect; % of control where 0% means no effect
# Starred values were filed as active, the others as inactive; i = inactive; ? = inconclusive; nt = not tested or not shown; [ ] = dose if it differs, or a comment. Unless noted, calls come from the whole dose curve; as a rule, active = well fitted curve in the direction sought with a large enough effect; inconclusive = small, poorly fitted or top-dose-only effect, or another doubt; inactive = no such curve, though single readings can be large; an effect the other way counts as inactive or inconclusive. Only part of the results is shown. The share of hits here may be higher or lower than overall.
SMILES,A350 fluor,4-MU autofl,Tau fil binding,TexasRed autofl,Rhodamine autofl,ERK AVP inh,HEK293 cAMP ctrl,FLuc inh,Casp1 inh,Fluorescein fluor,Caspase-7 inhib
CCN(CCCNC(=O)CCc1nc(-c2ccc(C)cc2)no1)c1cccc(C)c1,i,i,-22%,i,i,14%,9%,2%,-1%,i,-2%
N#Cc1c(NC(=O)c2cc(C3CC3)on2)sc2c1CCC2,nt,nt,134%,nt,nt,4%,9%,-3%,-2%,nt,-3%
COc1ccccc1-c1ccc2ncnc(N(C)C)c2c1,i,i,14%,i,i,9%,?,3%[2.29 µM],-1%,i,0%
O=C(C1CCCCC1)N1CCN(c2ccccc2F)CC1,?,?,2%,i,i,-8%,17%,2%,0%,i,1%
COc1cc(S(=O)(=O)Nc2cccnc2)ccc1F,i,i,0%,i,i,-9%,0%,1%,-1%,i,0%
O=C(O)CCSc1nnnn1-c1ccccc1,i,i,-7%,i,i,-8%,-6%,-2%,0%,i,-3%
COCc1nc2ccccc2n1Cc1ccccc1Br,i,i,-2%,?,i,2%,32µM*,-1%,-1%,i,-1%
COc1cc(S(=O)(=O)Nc2ncccc2C)c(OC)cc1Cl,i,i,-3%,i,i,12%,3%,-1%,2%,i,-2%
O=C(Nc1ccc(OC(F)(F)F)cc1)c1cnc2n(c1=O)CCS2,nt,nt,3%,nt,nt,nt,8%,-4%,-2%,nt,-1%
CCOC(=O)Nc1cc(C)ccc1OC,i,i,-25%,?,i,?,4%,2%,2%,i,-4%
Cc1cc(C(=O)Nc2cnn(Cc3ccc(Cl)cc3Cl)c2)no1,i,i,100%,i,i,19%,11%,-2%,-1%,i,-2%
COC(=O)c1ccc(OCC(=O)c2ccc(O)cc2O)cc1,?,i,-7%,i,i,?,22%,13µM*,0%,?,0%
Cc1ccc(S(=O)(=O)N2CCCC2C(=O)Nc2nc3ccccc3s2)cc1 (stereo not given),nt,nt,-4%,nt,nt,-7%,?,-1%,-12%,nt,-6%
CCOC(=O)N1CCN(C(=O)c2ccc3c(SCC(=O)O)c4c(nc3c2)CCC4)CC1,nt,nt,-19%,nt,nt,nt,12%,0%,-3%,nt,0%
CC(C)C(NC(=O)c1ccccc1NC(=O)c1ccco1)C(=O)O (stereo not given),i,i,-8%,i,i,21%,32µM*,1%,-2%,i,3%
COc1cccc(NC(=O)CCP(C)(=O)O)c1,i,i,-19%,i,i,-8%,3%,3%,1%,?,1%
O=c1cc(N2CCc3ccccc3C2)[nH]c(=O)n1C1CCCCC1,i,i,15%,?,i,27%,1%,-1%,2%,?,-1%
O=C(NC1CCCCC1)C1CCN(S(=O)(=O)N2CCCCCC2)CC1,i,i,0%,i,i,-11%,9%,0%,-2%,i,-1%
Cc1cc(C)n(C(=O)CCC2COc3ccccc3O2)n1 (stereo not given),i,i,-2%,i,i,-2%,13%,0%,-3%,i,-1%
O=C(CCn1c(=O)[nH]c2ccccc2c1=O)NCCCN1CCN(c2cccc(Cl)c2)CC1,?,i,59%,i,i,23%,14%,-1%,0%,i,-6%
O=S(=O)(c1ccc2c(c1)OCCO2)N(Cc1ccc(F)cc1)Cc1nnc(-c2cccs2)o1,?,i,16%,?,i,25%,2µM*,-1%,-2%,?,?
Cc1ccc(NC(=O)C2CCN(S(=O)(=O)c3cnc[nH]3)CC2)nc1,i,i,-17%,i,i,52%,1%,1%,0%,i,1%
O=C(Nc1ccc(Oc2ccc(NC(=O)c3ccco3)c(NC(=O)c3ccco3)c2)cc1)c1ccco1,i,i,161%,?,i,-28%,-15%,-2%,2%,i,-3%
CCN(Cc1ccccc1)C(=O)Cn1cnc2c1c(=O)n(C)c(=O)n2C,?,?,-2%,i,i,-10%,-2%,1%,0%,?,0%
Cc1cc(=O)n2nc(N3CCC(C(=O)NCCc4ccccc4)CC3)sc2n1,i,i,-10%,?,i,-5%,3%,2%,1%,?,0%

# The list goes on:
SMILES,A350 fluor,4-MU autofl,Tau fil binding,TexasRed autofl,Rhodamine autofl,ERK AVP inh,HEK293 cAMP ctrl,FLuc inh,Casp1 inh,Fluorescein fluor,Caspase-7 inhib
O=C(O)c1nc2ccccc2nc1C(=O)O,i,i,-5%,i,i,7%,1%,-17%,0%,i,-2%
COc1cc2c(cc1OC)CN(C(=O)c1ccccc1C(=O)O)CC2,i,i,-17%,i,i,-13%,2%,-3%,0%,i,0%
CC1(C)C(c2ccccc2)=NC(c2ccc(F)cc2)N1O (stereo not given),i,i,-8%,?,i,-11%,2%,0%,2%,?,-4%
O=C(Nc1cccc(Br)c1)c1ccn[nH]1,i,i,2%,i,i,18%,-2%,-6%,-2%,i,5%
COc1cccc(C(c2nnnn2CS(=O)(=O)c2ccc(C)cc2)N2CCN(C)CC2)c1OC (stereo not given),i,i,0%,?,i,12%,17%,0%,1%,i,1%
Clc1cccc(-c2nnc(-c3ccccc3)o2)c1,nt,nt,16%,nt,nt,19%,?,5µM*,1%,nt,-2%
Cn1c(NCCN2CCOCC2)nc2c1c(=O)n(Cc1cccc(Cl)c1)c(=O)n2C,i,i,-12%,i,i,-12%,-11%,3%,-4%,i,0%
Cc1ccc(C(O)c2nccn2C)o1 (stereo not given),i,i,0%,i,i,0%,-5%,-3%,-6%,i,-4%
CC1(C)CC(=O)C2=C(C1)OC(N)=C(C#N)C2c1ccccc1OC(=O)N1CCOCC1 (stereo not given),i,i,6%,i,i,15%,16%,0%,1%,i,0%
O=C(O)CSCC(=O)Nc1cc(C(F)(F)F)ccc1Cl,i,i,-15%,i,i,23%,0%,-1%,-2%,i,3%
COc1cccc(NC(=O)N2CCN(c3cccc(C)c3C)CC2)c1,?,i,-20%,i,i,?,?,?,-1%,?,-3%
Cc1nc(NCCO)c2nc(-c3ccccc3)n(CC3CCN(C)CC3)c2n1,nt,nt,-9%,nt,nt,1%,9%,nt,0%,nt,0%
CC1Cn2c(nnc2-c2ccc(F)cc2)S1 (stereo not given),nt,nt,-1%,nt,nt,nt,4µM*,2%,-4%,nt,1%
Cc1occc1-c1nnc(SCC(=O)N2CCN(c3ccccc3)CC2)n1C,i,i,10%,i,i,-21%,3%,-2%,-5%,i,0%
C=CCn1c(=O)c2ccccc2n2c(SCC(=O)NCCc3ccccc3)nnc12,i,i,22%,i,i,-29%,15%,2%,-1%,i,-1%
O=C(c1ccco1)N1CCC2(CCCN(Cc3ccccc3)C2)CC1,i,i,5%,i,i,9%,3%,1%[11.4 µM],-1%,i,2%
CC(C)OC(=O)C(C#N)c1nc2ccccc2nc1N1CCN(Cc2ccc3c(c2)OCO3)CC1 (stereo not given),1.2e-07M*,1.1e-07M*,nt,i,i,nt,nt,1%[25.5 µM],nt,?,nt
Cc1ccc(C(=O)NCCCCNC(=O)c2ccc(C)o2)o1,nt,nt,8%,nt,nt,-7%,?,-1%,0%,nt,0%
O=C(CCNc1ccc(Cl)c(C(F)(F)F)c1)c1ccco1,i,i,-11%,i,i,3%,10%,-2%,2%,i,-2%
CC(C)(C)C1(C)OC(C(N)=O)C(C(N)=O)O1 (stereo not given),nt,nt,-6%,nt,nt,-12%,20%,-1%,-2%,nt,0%
O=C(Cc1cccs1)N1CCC(c2nc3c(nnn3Cc3ccccc3Cl)c(=O)[nH]2)CC1,i,i,25%,i,i,22%,13%,3%,-3%,i,-17%
CN(C)c1nc(N)nc(-c2cccnc2)n1,nt,nt,6%,nt,nt,-16%,?,2%,-3%,nt,0%
CCOc1nc(NCCc2ccc(OC)c(OC)c2)nc(NC(C)(C)CO)n1,i,i,-8%,i,i,-25%,0%,2%,-2%,i,-11%
O=C(CSc1nnc(C2COc3ccccc3O2)o1)Nc1nccs1 (stereo not given),nt,nt,-2%,nt,nt,-3%,0%,-2%,0%,nt,-2%
COc1ccc(C)cc1NC(=O)CSc1nnc(-c2ccccn2)n1Cc1ccco1,i,i,21%,?,i,-19%,10µM*,1%,-1%,i,-1%

# The results go on:
SMILES,A350 fluor,4-MU autofl,Tau fil binding,TexasRed autofl,Rhodamine autofl,ERK AVP inh,HEK293 cAMP ctrl,FLuc inh,Casp1 inh,Fluorescein fluor,Caspase-7 inhib
CCc1nc2ccccc2n1Cc1ccc(OC)c(OC)c1,i,i,5%,i,i,?,?,2%,-2%,i,2%
Cc1cc(NC(=O)CSc2nc(C(C)C)nc3sc4c(c23)CCCC4)no1,i,i,20%,i,i,4%,?,0%,1%,?,0%
COCCNc1nc(-c2ccccc2OC)nc2ccccc12,i,i,?,i,i,-14%,26%,-1%[2.29 µM],2%,?,0%
CCOC(=O)NC(=O)CSc1ccccn1,i,i,-4%,i,i,5%,-1%,1%,1%,i,1%
COc1ccc(OC)c2[nH]c(=O)c(CCNC(=O)C(C)C)cc12,nt,nt,-5%,nt,nt,nt,?,0%,-2%,nt,0%
Cc1ccc2nsnc2c1S(=O)(=O)N1CCN(C(=O)C2CCCO2)CC1 (stereo not given),i,i,-2%,i,i,33%,9%,1%,-2%,i,3%
COc1cccc(NC(=O)c2ocnc2C)c1,?,i,9%,?,i,12%,13%,-11%,-1%,?,1%
O=C(CCc1nc2ccccc2[nH]1)Nc1ccc(F)cc1,i,i,-6%,?,i,-4%,-4%,2%,1%,i,0%

# Screens: PubChem, National Center for Advancing Translational Sciences (NCATS)
